Vif-A3G inh = qHTS for Inhibitors of Vif-A3G Interactions: qHTS; AID 602310, 2012; 410,000 compounds, 0.076% hits; Potency, µM (highest dose often 46.1 µM), for inactives: top-dose activity, negative = active, hits mostly inhibitors; HeLa A3G-eYFP + Vif (tagged APOBEC3G with the HIV-1 protein that degrades it), YFP fluorescence, overnight;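 note: % is set by controls: 0 for no effect and ±100 for the full control effect; nearly all actives have a fitted effect of over 60% in size; hits raise eYFP signal because A3G escapes Vif-driven loss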
Target sequence (Q9HC16 whole entry, looked up): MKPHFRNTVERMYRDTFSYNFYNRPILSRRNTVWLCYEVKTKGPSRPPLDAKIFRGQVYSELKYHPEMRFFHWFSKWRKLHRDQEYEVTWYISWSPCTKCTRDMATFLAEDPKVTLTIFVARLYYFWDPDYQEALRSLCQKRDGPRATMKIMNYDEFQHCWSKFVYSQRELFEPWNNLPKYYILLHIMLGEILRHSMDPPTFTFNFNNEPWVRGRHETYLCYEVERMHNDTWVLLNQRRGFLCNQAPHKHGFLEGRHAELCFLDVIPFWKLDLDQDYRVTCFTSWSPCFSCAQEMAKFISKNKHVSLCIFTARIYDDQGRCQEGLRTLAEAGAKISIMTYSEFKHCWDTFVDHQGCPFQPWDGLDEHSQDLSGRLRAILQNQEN
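HeLa cells stably expressing Vif and C-terminally eYFP-tagged A3G, seeded overnight at 37 deg C, then exposed to compound by pintool overnight at 37 deg C. Rise in yellow fluorescence (Ex 488/Em 500-530, Acumen) marks blocked Vif-driven A3G degradation.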
USP1-UAF1 inh = Inhibitors of USP1/UAF1: Primary Screen. Ubiquitin carboxyl-terminal hydrolase 1 (Homo sapiens), O94782. recombinant USP1/UAF1, Ub-Rhodamine cleavage fluorescence. Potency, µM (doses to about 57.1 µM), inactives show top-dose activity change, negative = inhibition, most hits filed as inhibitors. 390,000 compounds, 0.23% hits; note: % is set by controls: 0 for no effect and ±100 for the full control effect; nearly all actives have a fitted effect of over 60% in size; inactives centre near -12
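In this screen, compounds sit with the deubiquitinase complex (1nM) for 15 min at room temperature before Ub-Rho is added at 150nM final. Fluorescence rise is then followed for 6 reads every 60 seconds.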
IDH1 R132H inh = qHTS for Inhibitors of mutant isocitrate dehydrogenase 1 (IDH1): qHTS; Isocitrate dehydrogenase [NADP] cytoplasmic (Homo sapiens), O75874; IDH1-R132H enzyme, NADPH consumption, diaphorase/resazurin fluorescence; Potency, µM (doses to about 76.6 µM), for the others: top-dose activity change, negative = inhibition, most hits filed as inhibitors; 390,000 compounds, 0.093% hits; note: % is set by controls: 0 for no effect and ±100 for the full control effect; nearly all actives have a fitted effect of over 65% in size
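IDH1-R132H (0.5 ug/mL dispensed) in pH 7.5 Tris buffer was preincubated 30 min with compound, then given a substrate mix of 0.016 mM NADPH and 2 mM alpha-KG for 80 min at room temperature; remaining NADPH was read by diaphorase/resazurin fluorescence.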
RGS4 inh = Inhibitors of Regulator of G Protein Signaling (RGS) 4: qHTS; AID 504845, 2011; Transcreener GDP fluorescence polarization, RGS4-accelerated GTP hydrolysis; Potency, µM (highest dose often 114 µM), without a hit: top-dose activity change, negative = inhibition, actives largely listed as inhibitors; Regulator of G-protein signaling 4 (Homo sapiens), P49798; 390,000 compounds, 0.039% hits; note: % is set by controls: 0 for no effect and ±100 for the full control effect; nearly all actives have a fitted effect of over 75% in size; some results filed as inactive show a strong effect at the top dose
Target sequence (P49798 whole entry, looked up): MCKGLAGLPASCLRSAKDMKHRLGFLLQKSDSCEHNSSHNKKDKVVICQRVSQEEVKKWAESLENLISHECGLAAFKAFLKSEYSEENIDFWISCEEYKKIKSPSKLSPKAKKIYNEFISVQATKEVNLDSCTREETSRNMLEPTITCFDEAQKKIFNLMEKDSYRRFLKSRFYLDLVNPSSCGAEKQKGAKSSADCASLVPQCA
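MLSMR compounds (23 nl, pin-transferred) preincubated 10 min at room temperature with a 500nM (2x) first reagent, then RGS4 at 900nM (2x) plus Transcreener GDP mix added; fluorescence polarization (620/688 nm) read before and after 90 min at 30 °C.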
12-LOX inh = Primary qHTS assay for inhibitors of human arachidonate 12S-lipoxygenase (ALOX12): Round 2 | purified 12hLO, xylenol orange hydroperoxide absorbance | Potency, µM (series often up to 108 µM), without a hit: at the top dose activity change, negative = inhibition, hits mostly inhibitors | 580,000 compounds, 1.1% hits | AID 1671190, 2021; note: % is set by controls: 0 for no effect and ±100 for the full control effect
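Hydroperoxide product was detected by ferrous iron/xylenol orange as the 573 to 405 nm absorbance ratio. Arachidonic acid at 40 uM (final) was turned over for 30 min at room temperature by 150 nM human 12hLO, pH 7.0 Hepes buffer, after 15 min compound preincubation.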
RXFP1 agonist = qHTS Assay for Agonists of the Relaxin Receptor RXFP1 | Relaxin receptor 1 (Homo sapiens), Q9HBX9 | HEK293T-RXFP1 cAMP TR-FRET, 30 min; response scale: percent of porcine relaxin response, buffer zero | Potency, µM (top dose mostly 57.5 µM), for the others: top-dose activation, most hits filed as activators | 370,000 compounds, 0.3% hits; note: % is set by controls: 0 for no effect and ±100 for the full control effect; nearly all actives have a fitted effect of over 60% in size; many of its hits are not listed in these tables
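HEK293 cells stably expressing RXFP1, treated 30 min at 37C with compounds plus PDE4 inhibitor Ro 20174; cAMP measured by HTRF TR-FRET. Normalized to buffer and 29 nM porcine relaxin; EC50 by Hill fit.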
TrxR1 substrate = qHTS Assay for Substrates of Mammalian Selenoprotein Thioredoxin Reductase 1 (TrxR1): qHTS | 390,000 compounds, 0.01% hits | Thioredoxin reductase 1, cytoplasmic (Rattus norvegicus), O89049 | purified TrxR1 substrate turnover, NADPH consumption readout | Potency, µM (series often up to 114 µM), inactives show top-dose activity change, negative = substrate turnover; note: % is set by controls: 0 for no effect and ±100 for the full control effect; nearly all actives have a fitted effect of over 50% in size
Target sequence (O89049 whole entry, looked up): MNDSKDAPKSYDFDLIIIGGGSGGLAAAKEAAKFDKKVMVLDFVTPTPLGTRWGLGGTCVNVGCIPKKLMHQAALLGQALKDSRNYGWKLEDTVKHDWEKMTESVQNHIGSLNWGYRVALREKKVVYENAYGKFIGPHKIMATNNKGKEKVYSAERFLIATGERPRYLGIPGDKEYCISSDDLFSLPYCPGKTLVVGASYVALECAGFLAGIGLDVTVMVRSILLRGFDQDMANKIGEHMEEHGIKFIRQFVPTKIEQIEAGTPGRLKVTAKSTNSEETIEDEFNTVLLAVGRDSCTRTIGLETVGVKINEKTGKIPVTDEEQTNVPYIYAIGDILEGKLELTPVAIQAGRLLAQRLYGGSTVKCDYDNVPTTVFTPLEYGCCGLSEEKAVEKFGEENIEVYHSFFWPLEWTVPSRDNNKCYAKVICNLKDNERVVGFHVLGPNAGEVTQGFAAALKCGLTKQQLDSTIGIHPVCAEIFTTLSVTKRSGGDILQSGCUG
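Rat TrxR1, dispensed at 90 nM, was prereduced with 400 uM NADPH (final) for 5 min at ~22 deg C, then incubated with compound 15 min before 400 uM selenite. A first-read NADPH fluorescence drop versus no-compound background flagged substrates.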
TrxR1 inh = qHTS Assay for Inhibitors of Mammalian Selenoprotein Thioredoxin Reductase 1 (TrxR1): qHTS; Potency, µM (titrated, usually from 114 µM), for inactives: at the highest dose activity change, negative = inhibition, hits mostly inhibitors; AID 588453, 2011; 390,000 compounds, 1% hits; recombinant rTrxR1, NADPH fluorescence consumption, selenite substrate; Thioredoxin reductase 1, cytoplasmic (Rattus norvegicus), O89049; note: % is set by controls: 0 for no effect and ±100 for the full control effect; nearly all actives have a fitted effect of over 65% in size
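Rat TrxR1 (90 nM in the dispensed reagent) was pre-reduced with 400 uM NADPH for 5 min at room temperature, then incubated with compound for 15 min. After 400 uM selenite was added, NADPH fluorescence (Ex 340/Em 450 nm) was followed for 8 min.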
Vif-A3F inh = qHTS for Inhibitors of Vif-A3F Interactions: qHTS | HeLa A3F-eYFP + Vif (tagged APOBEC3F with the HIV-1 protein that degrades it), YFP fluorescence increase | Potency, µM (doses to about 46.1 µM), for the others: top-dose activity, negative = active | 390,000 compounds, 0.2% hits | AID 602313, 2012; note: % of control where 0% means no effect; nearly all actives have a fitted effect of over 65% in size
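Fluorescence increase (Ex 488/Em 500-530) after overnight compound treatment at 37 deg C flags inhibition of Vif-driven A3F-eYFP loss in stable HeLa A3F-eYFP/Vif cells seeded overnight beforehand.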
An asterisk follows results filed as active; ? = inconclusive; nt = no result given; ! = not confirmed by another sample; [ ] = dose if it differs, or a comment. Calls come from the whole dose curve; as a rule, active = well fitted curve in the direction sought with a large enough effect; inconclusive = small, poorly fitted or top-dose-only effect, or another doubt; inactive = no such curve, though single readings can be large; an effect the other way counts as inactive or inconclusive. Potency is the fitted concentration of half-maximal effect.

Results follow in this order: Vif-A3G inh	USP1-UAF1 inh	IDH1 R132H inh	RGS4 inh	12-LOX inh	RXFP1 agonist	TrxR1 substrate	TrxR1 inh	Vif-A3F inh
1: C=C(C)c1cccc(C(C)(C)NC(=O)Nc2ccc(OC)cc2)c1
 : 6%	-18%	-7%	-7%	-4%	1.0%	4%	18%	-1%
2: CCc1ccc(N2CC(C(=O)Nc3ccc4c(c3)OCO4)CC2=O)cc1 (configuration not stated)
 : 7%	-26%	-8%	-27%	381%[activator]	0.3%	2%	17%	2%
3: CCCCC(=O)NC(N1CCCCC1)C(Cl)(Cl)Cl (configuration not stated)
 : -4%	-12%	5%	-21%	?	2.9%	9%[57.1 µM]	?	-4%
4: COc1ccc(CCc2ccnc3ccccc23)cc1
 : -3%	-11%	0%	6%	?	nt	5%	9%	0%
5: COc1nc2c(C)cccc2cc1-c1noc(-c2ccco2)n1
 : -15%	-20%	6%	-23%	99%[activator]	10.0%	1%[57.1 µM]	11%[57.1 µM]	-23%
6: O=C(Nc1ccc(N2CCCC2)cc1)c1ccc2ccccc2c1
 : 2%	-14%	-1%	-4%	?	0.3%	-7%	-9%	-13%
7: O=S(=O)(Nc1ccccc1O)c1ccc(-c2ccccc2)cc1
 : -12%	-21%	-4%	2%[56.9 µM]	?	-1.7%	2%[11.4 µM]	4%[11.4 µM]	-1%
8: O=C(NC1CCCN(CCc2ccccc2)C1)C1CCCC1 (configuration not stated)
 : 1%	-5%	-2%	10%	-11%	-0.4%	-14%	-23%	3%
9: CCOC(=O)c1nn(-c2ccc(F)cc2)c(=O)c(C#N)c1C
 : 1%	-4%	5%	-13%	-2%	0.1%	-1%[57.1 µM]	0%[57.1 µM]	-11%
10: O=C(O)CSc1c2c(nc3cc(C(=O)NCCN4CCOCC4)ccc13)CCC2
 : 1%	-7%	1%	-9%	0%	1.3%	5%	8%	3%
11: COc1ccc(C(=O)CSc2nnc(-c3ccco3)o2)cc1
 : -19%	-11%	7%	11%	0%	1.2%	0%	14%	0%
12: CCN(CC)CCP(=O)(c1ccccc1)c1ccccc1
 : -3%	-14%	2%	2%	21%	-1.2%	9%	6%	-2%
13: CC(C)Nc1nc(SC(C)C(=O)Nc2ccccc2)nc(N(C)C)n1 (configuration not stated)
 : -5%	-13%	19%	-16%	-8%	1.7%	-3%[57.1 µM]	10%[57.1 µM]	-4%
14: O=C(Cc1cccc(C(F)(F)F)c1)OCN1C(=O)c2ccccc2C1=O
 : -1%	-17%	7%	-12%	-22%	1.9%	8%[57.1 µM]	34%[57.1 µM]	5%
15: N#Cc1c(/N=C/c2cc3ccccc3s2)sc2c1CCC2
 : 0%	-3%	8%	-1%	?	2.8%	-2%	4%	-6%
16: O=C(CNc1cccc2ccccc12)c1ccc([N+](=O)[O-])cc1
 : -8%	-18%	-3%	-45%	-17%	0.3%	1%[11.4 µM]	0%[11.4 µM]	1%
17: CCCc1cc(=O)oc2cc(O[C@@H]3O[C@H](CO)[C@@H](O)[C@H](O)[C@H]3O)ccc12
 : 2%	-16%	3%	10%	-2%	5.3%	24%	14%	-4%
18: CCN(Cc1ccccc1)C(c1ccc(Cl)cc1)c1nnnn1C(C)(C)C (configuration not stated)
 : -10%	-7%	4%	32%	0%	0.9%	-2%	11%	1%
19: COc1ccc(CNCc2c(C(=O)O)n(Cc3ccc(F)cc3)c3cc(C)ccc23)cc1OC
 : -2%	?	-3%	-5%	0%	3.3%	3%	16%	-4%
20: CCOC(=O)c1c(Nc2ccc(O)cc2)nnc(-c2ccccc2)c1-c1ccccc1
 : -3%	?	13%	-14%	0%	2.9%	0%	-6%	0%

Look-ups from the entries so far.
COc1ccc(CNCc2c(C(=O)O)n(Cc3ccc(F)cc3)c3cc(C)ccc23)cc1OC – RGS4 inh = -5%
COc1ccc(C(=O)CSc2nnc(-c3ccco3)o2)cc1 – Vif-A3F inh = 0%

Next entries
Results follow in this order: Vif-A3G inh	USP1-UAF1 inh	IDH1 R132H inh	RGS4 inh	12-LOX inh	RXFP1 agonist	TrxR1 substrate	TrxR1 inh	Vif-A3F inh
21: CN(C)S(=O)(=O)c1cc(NC(=O)C2=COCCO2)ccc1Cl
 : 2%	-5%	-1%	4%	217%[activator]	-3.1%	-1%	4%	4%
22: CCc1ccc(N2CC(C(=O)N/N=C/c3ccccc3)CC2=O)cc1 (configuration not stated)
 : -7%	?	10%	?	-5%	nt	2%	14%	0%
23: C=CCn1c(=NC(=O)c2ccc(S(=O)(=O)N3CCCc4ccccc43)cc2)sc2cc(S(N)(=O)=O)ccc21
 : 0%	-18%	5%	-8%	11%	7.0%	2%	2%	2%
24: Cc1cc(NC(=O)Cn2c(=O)oc3cc(S(=O)(=O)N4CCCC4)ccc32)ccc1Br
 : -21%	-22%	-6%	-27%	4%	2.4%	-1%[57.1 µM]	7%[57.1 µM]	-21%
25: COc1cc2c(OC)cccc2cc1C(=O)O
 : 0%	-7%	7%	7%	-16%	1.7%	139%[activator]	31%	1%
26: Cc1ccc(C(=O)N2CCC(C)CC2)cc1NC1=NC2CS(=O)(=O)CC2S1 (configuration not stated)
 : -2%	-22%	-1%	0%	12%	0.8%	-3%	5%	-3%
27: CSc1oc(-c2cccs2)nc1S(=O)(=O)c1ccccc1
 : -1%	-21%	-9%	14%[11.4 µM]	-6%	0.3%	0%	4%	-4%
28: CCOC(=O)c1cnc(SCC(=O)NNC(=O)c2ccco2)nc1N
 : 0%	-20%	-4%	-10%	25%	4.8%	-4%[57.1 µM]	-10%[57.1 µM]	-1%
29: CN(C)CCCC1(O)c2ccccc2C=Cc2ccccc21
 : 1%	-16%	3%	23%	0%	-0.1%	13%	5%	-2%
30: N#C/C(=N/Nc1ccc(OC(F)(F)F)cc1)C(N)=S
 : 5%	-27%	-11%	-31%	?	-0.1%	-11%	-13%	-13%
31: CCc1ccc(NC(=O)CSC2=C(C#N)C(c3ccco3)C3=C(CCCC3=O)N2)cc1 (configuration not stated)
 : 2%	-20%	4%	?	40%[activator]	0.3%	1%	-10%	4%
32: COc1ccc(C(=O)C(C)Sc2nnc(C3CC3)n2C2CC2)cc1 (configuration not stated)
 : -1%	-14%	15%	-13%	30%[activator]	-0.9%	7%	19%	3%
33: CCc1ccc(-n2c(=S)sc3c(=O)n(-c4ccccc4OC)c(=S)[nH]c32)cc1
 : 2%	-15%	6%	?	-2%	1.6%	-4%[57.1 µM]	24%[57.1 µM]	3%
34: O=C(NNC1=NCCCCC1)Nc1ccc(Cl)cc1
 : -1%	-11%	8%	10%	?	3.4%	25%[57.1 µM]	50%[57.1 µM]	-1%
35: CSCCC(NC(=O)c1ccoc1C)C(=O)O (configuration not stated)
 : 1%	-2%	-2%	-15%	12%	-0.3%	9%	8%	-5%
36: O=S(=O)(c1ccccc1)c1nc(-c2ccccc2F)oc1N1CCOCC1
 : -2%	4%	-1%	16%	-17%	-0.4%	0%	13%	-13%
37: O=C(Nc1ccc(F)cc1F)c1cc(-c2ccco2)nc2ccccc12
 : 1%	-25%	7%	-40%	10µM*!	2.8%	37%[activator]	?	-10%
38: Cc1ccc(NC(=O)CNC2CCCCC2)cc1Cl
 : 1%	3%	2%	31%	-12%	4.1%	-10%	-8%	-1%
39: CCC1CCc2c(sc(NC(=O)C3CC=CCC3C(=O)O)c2C#N)C1 (configuration not stated)
 : 5%	3%	0%	-2%	-21%	-1.8%	-10%	-7%	-20%
40: COc1cccc(C2C=C(c3ccc(OC)cc3OC)Nc3nnnn32)c1 (configuration not stated)
 : ?	-15%	6%	-14%	nt	2.5%	3%	45µM*	-15%
41: N#Cc1cccc(S(=O)(=O)NCC(=O)OCC(=O)c2ccc[nH]2)c1
 : 3%	-16%	4%	-12%	-6%	0.5%	-5%	10%[57.1 µM]	12%
42: CCOC(=O)c1ccc(NC(=O)c2ccc3c(c2)C(=O)N(Cc2cccnc2)C3=O)cc1
 : 3%	-20%	-4%	-5%	nt	4.4%	-6%	9%	-7%
43: COc1ccc(NC(=O)N2CCN(c3cccc(C(F)(F)F)c3)CC2)cc1
 : -6%	-4%	4%	-27%	-18%	1.4%	1%	3%	1%
44: Cc1cc2cc(CNC(=O)c3cccc([N+](=O)[O-])c3)ccc2n1C
 : 1%	-16%	-3%	5%	16%	-0.8%	7%[57.1 µM]	19%[57.1 µM]	-4%
45: CC1CCN(S(=O)(=O)c2ccc3ncn(CC(=O)N(C)Cc4ccccc4)c(=O)c3c2)CC1
 : 5%	-2%	-6%	-13%[11.4 µM]	?	2.2%	6%[57.1 µM]	5%	1%

Compound activity from PubChem BioAssay.

These rows are one share of the data; the hit share may differ from the screen's.
